Assay outcomes as filed in PubChem BioAssay.
TNAP inh hi DEA: human TNAP enzyme inhibitors, primary screen, biochemical, luminescent, high phosphate acceptor level, uHTS. inhibition, % at 20 µM. purified TNAP, CDP-star luminescence, 1 M DEA. 200,000 compounds, 0.03% hits. Alkaline phosphatase, tissue-nonspecific isozyme (Homo sapiens), P05186. AID 1135, 2008;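 active means over 50% inhibition of tissue-nonspecific alkaline phosphatase at 20 µM in the single-dose screen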;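 further: plate controls were DMSO wells for no effect and EDTA-quenched wells as full inhibition for full effect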
Target sequence (P05186 whole entry, looked up): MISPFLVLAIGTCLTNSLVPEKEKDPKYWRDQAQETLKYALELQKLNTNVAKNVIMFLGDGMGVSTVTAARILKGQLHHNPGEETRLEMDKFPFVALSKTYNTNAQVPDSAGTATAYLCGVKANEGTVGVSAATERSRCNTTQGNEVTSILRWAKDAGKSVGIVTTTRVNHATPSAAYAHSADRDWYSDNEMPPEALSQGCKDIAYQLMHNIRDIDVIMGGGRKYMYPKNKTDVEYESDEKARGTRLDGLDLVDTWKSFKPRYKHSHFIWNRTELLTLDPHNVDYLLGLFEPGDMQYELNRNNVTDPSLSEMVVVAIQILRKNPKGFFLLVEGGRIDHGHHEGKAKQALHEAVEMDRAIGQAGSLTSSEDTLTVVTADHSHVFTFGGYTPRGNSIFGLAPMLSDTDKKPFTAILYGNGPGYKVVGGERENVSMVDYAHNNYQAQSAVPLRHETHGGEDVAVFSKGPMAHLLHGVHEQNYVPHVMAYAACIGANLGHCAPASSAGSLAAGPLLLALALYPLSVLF
TNAP act hi DEA: TNAP activators at high phosphate acceptor level, primary screen, biochemical, luminescence, uHTS; activation factor at 20 µM; 200,000 tested, under 10 active; purified TNAP, CDP-star luminescence, 1 M DEA, 30 min; active compounds read high; 0 = EDTA background, 1 = DMSO-only activity;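 active means activation factor at least 2 at 20 µM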
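Dosing: 20 µM single point. System: human TNAP. Amount: TNAP 1/800 final. Incubation: 30 min, room temperature. Read-out: TNAP activation factor scaled between EDTA and DMSO control wells. Signal: luminescence from CDP-star hydrolysis. Medium: 1 M DEA, pH 9.8, Mg2+, Zn2+. Control set: EDTA negative control, DMSO positive control.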
G6PDH counter: L. mesenteroides G6PDH inhibitors, counter-screen for G6PDH-coupled screening assays, biochemical, Leuconostoc mesenteroides enzyme. 200,000 compounds, 0.12% hits. glucose-6-phosphate dehydrogenase [Leuconostoc mesenteroides]. Purified L. mesenteroides G6PDH, diaphorase/resazurin coupled fluorescence, 45 min. inhibition, % at 5 µM; in the data active means inhibition above about 50%
PMI act hi M6P: human PMI activators, high substrate, primary screen, biochemical, fluorescence intensity, near-saturating mannose 6-phosphate; coupled PMI enzyme assay, resazurin fluorescence, 20 min; active compounds read high; 1 = untreated enzyme, 0 = substrate-free blank; activation factor at 20 µM; 190,000 compounds, 0.34% hits;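 active means activation factor of 2 or more at 20 µM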
Target sequence (P34949 whole entry, looked up): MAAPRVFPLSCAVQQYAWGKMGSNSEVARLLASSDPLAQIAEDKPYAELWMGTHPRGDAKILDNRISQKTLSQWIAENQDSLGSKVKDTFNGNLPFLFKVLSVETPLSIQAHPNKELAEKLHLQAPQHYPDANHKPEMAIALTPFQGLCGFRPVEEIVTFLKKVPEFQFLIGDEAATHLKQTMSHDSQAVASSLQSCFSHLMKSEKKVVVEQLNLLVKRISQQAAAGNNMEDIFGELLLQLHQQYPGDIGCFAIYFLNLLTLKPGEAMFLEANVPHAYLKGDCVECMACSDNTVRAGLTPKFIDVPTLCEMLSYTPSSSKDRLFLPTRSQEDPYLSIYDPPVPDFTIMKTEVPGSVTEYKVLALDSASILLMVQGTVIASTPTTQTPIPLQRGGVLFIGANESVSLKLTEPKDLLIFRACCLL
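Test system: human PMI in coupled enzyme assay; Input: PMI at 15 ng/mL final; Medium: HEPES buffer, pH 7.4; Schedule: 20 min incubation at room temperature; Technique: resorufin fluorescence at Ex 544/Em 590 nm; Compound: 20 µM single dose; Probe or stimulus: Near-saturating mannose-6-phosphate, 1.0 mM.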
HMGR II inh: inhibitors of E. faecalis class II HMGR, primary screen, biochemical, Enterococcus faecalis; purified E. faecalis HMGR, NADPH absorbance 340 nm kinetic; 190,000 compounds, 0.41% hits; AID 1066, 2008; HMG-CoA reductase (Enterococcus faecalis, mvaE); inhibition, % at 10 µM;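 active means inhibition above a set limit, the median over all tested compounds plus 3 SD, cut at about 9.5% in these data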;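 further: enzyme runs in reverse so mevalonate oxidation gives rising NADPH absorbance; 0% = complete reaction with DMSO and 100% = background rate lacking mevalonate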
FLuc stim CS: FLuc activators, initial screening, artefact control for FLuc-dependent activation tests, biochemical, ATPlite luminescence; Luciferin 4-monooxygenase (Photinus pyralis), P08659; ATPlite luciferase biochemical, 10 min; 0 = ATP-free wells, 1 = DMSO control; activation factor at 10 µM; 200,000 tested, under 10 active; AID 1027, 2008;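 active means luciferase activation factor, scaled between plate controls, of at least 2 with compound at 10 µM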
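Material: Luciferase/luciferin reagent mix; Doses: test compounds dosed from 2 mM stocks in 100% DMSO; Schedule: 10 min incubation after luciferase reagent addition, room temperature; Measured by: luminescence from luciferase reaction; Read-out: luminescence gain marking luciferase activators.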
PMI act: activators of human PMI, primary screen, biochemical, fluorescence intensity, near-Km mannose 6-phosphate | Mannose-6-phosphate isomerase (Homo sapiens), P34949 | purified human PMI, coupled resazurin fluorescence, 20 min; active compounds read high; 1 = vehicle control, 0 substrate-free wells | activation factor at 20 µM | 190,000 compounds, 0.005% hits;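 active means activation factor of 2 or more at 20 µM, relative to plate controls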
Diaph act CS: compounds boosting diaphorase resazurin reduction – biochemical, uHTS, resorufin fluorescence, counter-screen for diaphorase-coupled primary assays, primary screen; Diaphorase/resazurin coupled assay, 16 min; active compounds read high; 1 = vehicle wells, 0 = NADH-free wells; 190,000 compounds, 0.005% hits; AID 1229, 2008; activation factor at 20 µM;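 active means diaphorase activity raised at least twofold by the compound at 20 µM; inactive means activation factor below 2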
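Material: Clostridium kluyveri diaphorase, purified enzyme; Quantity: enzyme 0.07 U/mL final; Medium: HEPES pH 7.4 buffer with MgCl2 and Tween 20; Dosing: single compound dose of 20 µM, 1% DMSO final; Schedule: 16 min reaction at room temperature; Measured by: red resorufin fluorescence at 544/590 nm excitation/emission.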
TNAP inh no acc: human TNAP enzyme inhibitors, primary screen, biochemical, luminescent, no phosphate acceptor, uHTS; purified TNAP, CDP-star luminescence, 30 min; 200,000 compounds, 0.26% hits; Alkaline phosphatase, tissue-nonspecific isozyme (Homo sapiens), P05186; inhibition, % at 20 µM;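 active means tissue-nonspecific alkaline phosphatase inhibition above about 50% at 20 µM in the single-dose screen, limit read from the data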;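 further: 0% = DMSO negative control and 100% = EDTA positive control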
Diaph inh CS: diaphorase inhibitors and chemical oxidizers, primary screen, counter-screen for diaphorase-coupled primary assays, biochemical, uHTS, resorufin fluorescence. inhibition, % at 20 µM. diaphorase resazurin-to-resorufin fluorescence, NADH, 16 min; bacterial (C. kluyveri) enzyme, not human. 190,000 compounds, 0.69% hits;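 active means primary screen inhibition at 20 µM above a set limit, cut at about 50% in these data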;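 further: plate controls were DMSO with full reaction for no effect and wells lacking NADH for full effect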
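Test system: Clostridium kluyveri diaphorase enzyme / Quantity: diaphorase at 0.14 U/mL in enzyme working solution / Incubation: 16-min room-temperature incubation before reading / Benchmarks: NADH-free wells as positive control, DMSO-only neutral wells / Signal: resorufin fluorescence 544/590 nm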
An asterisk follows results filed as active; . = not tested or not shown.

SMILES	TNAP inh hi DEA	TNAP act hi DEA	G6PDH counter	PMI act hi M6P	HMGR II inh	FLuc stim CS	PMI act	Diaph act CS	TNAP inh no acc	Diaph inh CS
Cc1cc(C)c2c(=O)[nH]c(SCC(=O)Nc3ccc(N(C)C)cc3)nc2n1	-4	1	14	0.7	-2	1	0.8	0.8	-7	18
O=C(O)c1cc(-c2cccs2)nn1-c1ccccc1	-4	1	10	1.1	-3	1.1	1.2	1	-11	-4
CN(CC(=O)Nc1ccc(C#N)cc1)Cc1ccc(Cl)c(Cl)c1	-6	1.1	2	1	-6	1	0.9	0.8	-12	19
O=C(Nc1ccc(Br)cc1)c1ccc(N2C(=O)C3CC=C(Cl)CC3C2=O)cc1 (stereo unspecified)	-9	1.1	-3	1	0	1	1	1	-16	-4
S=C(NCCc1ccccc1)N/N=C/c1cccc(Cl)c1Cl	-2	1	-22	1	6	1	0.9	0.9	-11	10
O=C(CCC1CCCCC1)Nc1ccccc1O	0	1	12	0.8	2	0.9	0.8	0.9	-6	14
COc1cccc(/C=C/C(=O)OCC(=O)Nc2cccc(S(=O)(=O)N(C)C)c2)c1	2	1	4	1	-6	0.9	0.9	0.9	-5	13
CC(C)Sc1nc(C(F)(F)F)cc(=O)n1-c1ccccc1	4	1	-4	0.9	3	1	0.9	1	1	-2
Cc1ccccc1NC(=O)/C(C#N)=C\c1cn(CC(=O)O)c2ccccc12	1	1	5	.	-2	1	.	.	-6	.
Nc1ccc(O)cc1C(=O)OCC(=O)c1ccc(C2CCCCC2)cc1	5	1	6	0.4	-1	0.7	0.8	0.7	-4	33
CCN(CCO)C(=O)C(c1ccccc1)c1ccccc1	-2	1	0	1	-2	1.1	1	1	3	3
Cc1cc(C)nc(NS(=O)(=O)c2ccc(N/C=C/C(=O)c3ccc(Cl)cc3)cc2)n1	2	1	-1	1.1	-3	1.1	1	0.9	3	13
CCC(c1nnnn1C1CCCC1)N1CCN(C(=O)c2ccco2)CC1 (stereo unspecified)	-2	1	0	1.2	1	1	1.1	1	-14	3
CCOC(=O)C1=C(CN2CC(C)CC(C)C2)NC(=O)NC1c1ccc2c(c1)OCO2 (stereo unspecified)	-5	1.1	6	0.9	-1	1	0.9	0.8	-11	19
S=C(NCc1cccc(Cl)c1)NC1CCCCC1	-1	1	4	1	-3	1	1	0.9	0	14
COc1ccc(NC(=O)c2sccc2OS(=O)(=O)N(C)C)cc1	-7	1.1	15	0.9	-1	1.1	0.9	0.8	-10	18
Cc1c(N=Cc2ccncc2)c(=O)n(-c2ccccc2)n1C	-2	1	-4	0.9	-1	1	0.9	0.9	2	14
CCC(C)c1ccc(NC(=O)C2CCCN(c3ncccn3)C2)cc1 (stereo unspecified)	-5	1	13	0.9	-3	1	1	1	-12	3
O=C(Oc1coc(CSc2ncccn2)cc1=O)c1cccs1	4	1	0	1.1	-5	0.9	1	1	-8	2
NC(=O)Nc1ccc(C(=O)OCC(=O)Nc2ccc([N+](=O)[O-])cc2C(F)(F)F)cc1	-5	1	7	1.1	-1	1	1.1	1.1	4	-9
O=C(Nc1nccs1)c1cccc(NC(=O)C2CC2)c1	-2	1	-11	0.9	-2	1	0.9	1	-7	4
Cc1ccc(S(=O)(=O)NCC(=O)OC(C(=O)c2ccccc2)c2ccccc2)cc1 (stereo unspecified)	-4	1	4	0.8	-6	1	0.7	0.7	-10	28
O=C(NCCn1cccn1)c1ccc(OC2CCN(CCc3ccccc3)CC2)cc1	-5	1.1	6	1	5	1.1	0.9	0.9	-4	5
Cc1ccccc1Nc1nnc(SCC(=O)Nc2ncc(C(F)(F)F)cc2Cl)s1	1	1	-9	0.9	-4	1	0.9	0.7	5	26
O=c1[nH]n2c(-c3ccccc3)nc(O)c2c2ccccc12	-7	1.1	-1	0.9	-1	1	0.9	0.8	-11	15
CCc1nnc(/N=C/c2c(O)n(-c3ccc(Cl)cn3)c(=O)c3ccccc23)s1	4	1	1	1.2	-8	0.3	1.3	0.6	12	37
CCC(C)NC(=O)c1nn(C)c(=O)c2ccccc12 (stereo unspecified)	-4	1	-3	1.1	-5	1.1	1.1	1	-4	3
Cc1nc(Cl)c(C#N)cc1-c1ccccc1	-1	1	2	0.9	-8	1	1	0.9	-4	14
COC(=O)CSc1nc2ncc(Cl)cc2[nH]1	-1	1	-11	1	-1	1	1	0.9	15	11
COc1cccc(NC(=O)Cn2nnc(C(=O)Nc3ccccc3)c2N)c1	-5	1.1	-1	1	-4	1	1	0.9	-11	13

Of the compounds above, these contain two or more sulfur atoms.
SMILES	TNAP inh hi DEA	TNAP act hi DEA	G6PDH counter	PMI act hi M6P	HMGR II inh	FLuc stim CS	PMI act	Diaph act CS	TNAP inh no acc	Diaph inh CS
COc1ccc(NC(=O)c2sccc2OS(=O)(=O)N(C)C)cc1	-7	1.1	15	0.9	-1	1.1	0.9	0.8	-10	18
O=C(Oc1coc(CSc2ncccn2)cc1=O)c1cccs1	4	1	0	1.1	-5	0.9	1	1	-8	2
Cc1ccccc1Nc1nnc(SCC(=O)Nc2ncc(C(F)(F)F)cc2Cl)s1	1	1	-9	0.9	-4	1	0.9	0.7	5	26

Going on with the list.
SMILES	TNAP inh hi DEA	TNAP act hi DEA	G6PDH counter	PMI act hi M6P	HMGR II inh	FLuc stim CS	PMI act	Diaph act CS	TNAP inh no acc	Diaph inh CS
O=C(CO/N=C\c1ccccc1)Nc1ccccc1C(=O)N1CCOCC1	-7	1.1	6	1.1	0	1.1	1.1	1	-3	-2
CCc1nnc(SCC(=O)Nc2ccc(C(C)=O)cc2)nc1CC	2	1	16	1.1	-1	1.1	1	0.9	-6	8
Cc1nn(C(C)C(=O)c2cccc(Cl)c2)c(C)c1[N+](=O)[O-] (stereo unspecified)	2	1	-4	0.9	1	1	0.9	1	-4	0
Cc1cc(C(=O)Nc2sc3c(c2C#N)CCC3)no1	-3	1	-7	1	3	0.3	0.9	0.8	-6	16
Cc1cc(C)cc(OCC(=O)NNC(=O)c2ccoc2C)c1	-2	1	-17	0.9	0	1.1	0.9	1	-86	4
Cc1ccc(C)c(NC(=O)C2C(c3ccccc3)C2(Cl)Cl)c1 (stereo unspecified)	-6	1.1	2	0.9	0	1	0.9	0.8	0	17
COCCNC(=S)N1CCC(c2nc(-c3ccc(F)cc3)no2)CC1	2	1	4	.	1	1.1	.	.	0	.
CCOc1cc(C2/C(=C(\O)c3cc(C)ccc3C)C(=O)C(=O)N2CCN(C)C)ccc1O (stereo unspecified)	-5	1.1	11	1.2	-3	1	1.2	1	12	4
CCN1CCc2c(OCC(=O)N3CCCCC3)cccc2C1=O	-2	1	5	0.9	-8	1	0.9	0.9	-5	6
O=C(CC(c1ccccc1O)N1CCCCC1)N1CCCCC1 (stereo unspecified)	3	1	-2	1.1	-4	1	1.1	0.9	-6	12
CC(C)c1ccc(NC(=O)C2C3C=CC4(CN(CCCN5CCOCC5)C(=O)C24)O3)cc1 (stereo unspecified)	0	1	-1	1	1	1.1	1	1	-9	4
c1ccc(-n2cc(CN3CCCC(CN4CCCC4)C3)c(-c3ccc4c(c3)OCO4)n2)cc1 (stereo unspecified)	-3	1	6	1	-2	1	1	0.8	-9	21
O=C(Oc1cccc(Nc2ncnc3ccccc23)c1)c1cccnc1	2	1	13	0.8	-4	1	1.1	1	2	4
COc1ccc(CCNCC(=O)Nc2ccccc2C(F)(F)F)cc1	8	0.9	2	1.1	2	1	1.2	1.1	-1	-5
Cc1c(N2C(=O)c3ccc(F)cc3C2=O)c(=O)n(-c2ccccc2)n1C	0	1	4	0.9	9	1	0.9	0.9	-1	14
CC(C)N1CCN(Cc2ccc(C#CC(C)(C)O)cc2)CC1CCO (stereo unspecified)	-3	1	8	.	-4	1.1	.	.	-9	.
COC(=O)C(NC(=O)CCc1c(C)nc2ncnn2c1C)C(C)C (stereo unspecified)	-4	1	-3	1	0	1.1	1.1	0.9	-14	11
CC1CCN(CCOCCOc2ccc(Br)cc2Cl)CC1	-5	1	12	1.2	-7	1.1	1.1	1	11	3
COc1nc2ccccc2nc1OC	-1	1	6	1	-3	1	0.9	0.9	-4	11
Cc1ccc(S(=O)(=O)NN2Cc3ccccc3C2=N)cc1	-3	1	4	1.6	4	1	1.7	1	-14	-1
COCCCNS(=O)(=O)c1ccc(Cl)c(C(F)(F)F)c1	-3	1	5	1	-3	1.1	1.1	0.9	-3	7

By substructure, the compounds so far containing a COOH group.
SMILES	TNAP inh hi DEA	TNAP act hi DEA	G6PDH counter	PMI act hi M6P	HMGR II inh	FLuc stim CS	PMI act	Diaph act CS	TNAP inh no acc	Diaph inh CS
O=C(O)c1cc(-c2cccs2)nn1-c1ccccc1	-4	1	10	1.1	-3	1.1	1.2	1	-11	-4
Cc1ccccc1NC(=O)/C(C#N)=C\c1cn(CC(=O)O)c2ccccc12	1	1	5	.	-2	1	.	.	-6	.
